Polio RdRp inh = poliovirus RNA polymerase inhibition; P03300; poliovirus polymerase elongation, fluorescence polarization; stronger effect = lower value; % elongation, % (compound at 16.7 µg/mL); 150,000 tested, 0.66% active; AID 588519; in the data active = % elongation below about 90%; also: some results filed as inactive read as strong as hits
Target sequence (P03300 1749-2209 limits assumed): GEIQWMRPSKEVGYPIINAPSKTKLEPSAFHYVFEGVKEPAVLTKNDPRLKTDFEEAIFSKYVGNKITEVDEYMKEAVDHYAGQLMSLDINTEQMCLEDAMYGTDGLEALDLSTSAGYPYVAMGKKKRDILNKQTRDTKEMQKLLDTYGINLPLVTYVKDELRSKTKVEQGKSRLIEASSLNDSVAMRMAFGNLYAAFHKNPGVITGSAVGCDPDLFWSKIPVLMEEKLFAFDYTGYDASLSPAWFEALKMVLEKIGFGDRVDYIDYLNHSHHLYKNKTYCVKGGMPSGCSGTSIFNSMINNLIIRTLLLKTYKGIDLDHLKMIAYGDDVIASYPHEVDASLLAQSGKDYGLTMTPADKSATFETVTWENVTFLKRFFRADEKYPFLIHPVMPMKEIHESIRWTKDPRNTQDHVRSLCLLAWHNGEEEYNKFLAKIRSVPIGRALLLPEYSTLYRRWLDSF
Polio RdRp inh FP z-score = recorded beside Polio RdRp inh, whose call it bears; z-score; measured here: FP z-score; hits read low
Active calls of the source: *; & = joins results of further samples. This is a subset, so the mix of outcomes need not match the whole.

SMILES	Polio RdRp inh	Polio RdRp inh FP z-score
CCN1c2ccccc2-c2nc(SCC(=O)NCc3ccc(Cl)cc3)ncc2S1(=O)=O	113	0.5
C#CC(C)(C)NS(=O)(=O)c1cc(-c2nnc(Nc3ccc(C)cc3)c3ccccc23)ccc1C	106	0.5
COCCn1c(C)cc(O)c(C(c2ccc(F)cc2)N2CCC(C)CC2)c1=O (stereo not given)	112	0.9
Cc1cccc(-c2nc(C#N)c(NCc3ccccc3)o2)c1	101	0.2
CCS(=O)c1ccccc1C(=O)OCC(=O)NCc1ccc(Cl)cc1 (stereo not given)	107	0.8
CCCCCc1ccc(C(=O)CCN(C)C)cc1	103	0.4
Cc1nnc(NCCc2ccccc2)n(N)c1=O	104	1.1
COc1ccc(Cn2c(C(=O)O)c(CNCc3ccco3)c3ccc(C)cc32)cc1	112	0.9
CC1CCN(Cn2nc(-c3ccc4c(c3)OCO4)oc2=S)CC1	99	-0.4
CCCC(=O)N1CCC(c2c[nH]c3ccccc23)(c2c[nH]c3ccccc23)CC1	101	-1.2
CCOC(=O)C1=C(C)N(C)C(=S)N(C)C1c1ccccc1C(F)(F)F (stereo not given)	97	-1.1
CCOC(=O)c1cc(C)n(-c2ccc(C(=O)NC3CCCCCC3)cc2)c1C	102	-0.1
O=C(NCc1sccc1COc1ccc(Cl)cc1)Nc1ccccc1F	105	0.4
Cc1ccc(C(=O)Nc2cccc(O)c2)cc1	100	-0.2
CC(C)c1ccc(N=Cc2cccs2)cc1	101	-0.3
CCN(CC)c1ccc(C(F)(F)F)cn1	103	0.6
Cc1cccc(N2CCN(Cc3csc(C)c3C)CC2C)c1 (stereo not given)	100	-1
COc1ccc2nc(NC(=O)CNS(=O)(=O)c3cccs3)sc2c1	97	-0.4
O=C(CSc1nc2nccnc2c(=O)n1CCc1c[nH]c2ccccc12)Nc1ccccc1	103	-0.6
CC(=O)N1C(C(=O)NCc2ccc(C)cc2)CSC12CCN(C)CC2 (stereo not given)	101	0
CCn1c(=NC(=O)c2ccc(N(C)C)cc2)sc2cc(C)ccc21	102	-0.2
N/C(=N\OC(=O)c1csnn1)c1ccc(-c2csnn2)cc1	100	-0.7
O=C(COC(=O)c1cccnc1Nc1cccc(C(F)(F)F)c1)NC1CCS(=O)(=O)C1 (stereo not given)	91	-1.7
N#C/C(=C\c1cn(-c2ccccc2)nc1-c1ccc2c(c1)OCCO2)C(=O)Nc1nccs1	103	-0.5
COc1ccc(N2CCN(C(=O)CN3CCSc4ccccc43)CC2)cc1	106	-0.1
SMILES	Polio RdRp inh	Polio RdRp inh FP z-score
CS(=O)(=O)c1ccc(C(=O)Nc2nccs2)cc1	106	1.5
O=Cc1c(O)c2ccccc2c2ccccc12	124	6.8
CCN(CC)/C(C)=N/C(=O)Nc1ccccc1	100	-0.1
O=C(NCCO)NC12CC3CC(CC(C3)C1)C2	104	0.5
Cc1cc(C)c2c(C)cc(=O)n(C)c2n1	97	-0.6
Cc1c(C(=O)NCCc2ccccc2)oc2ccc(S(=O)(=O)N3CCCC3)cc12	101	0.3
C=C/C(=C\C=C/C)N1C(=O)SC(Nc2ccc(C(=O)O)cc2)C1=O (stereo not given)	99	-0.3
CC1(C)CC(N2C(=O)OC(C)(C3CC4C=CC3C4)C2(C)O)CC(C)(C)N1 (stereo not given)	105	0.4
Cc1noc(C)c1S(=O)(=O)N(CC(=O)NCc1ccccc1Cl)c1ccc(C(C)C)cc1	109	0.9
CCOC(=O)C1CCCN(C(=O)c2ccc(F)cc2)C1 (stereo not given)	107	0.5
O=C1CSC(/C=C/c2ccccc2)N1c1cc(Cl)ccc1Cl (stereo not given)	116	1.4
O=C1c2cccc3cccc(c23)N1S(=O)(=O)c1ccc(Br)cc1	98	-1
O=C(N/N=C/c1cccc(O)c1)c1ccc(-n2cnnn2)cc1	103	0.1
Cc1cccc(NC(=O)c2cc(CN3CCOCC3)on2)c1C	106	0
Cc1ccc2c(c1)N(S(=O)(=O)c1cc(-c3onc(C)c3C)ccc1C)CCO2	114	0.6
N#Cc1ccccc1OC1CCOC1=O (stereo not given)	102	-0.3
COC(=O)c1ccc(/N=C/N(C)C)o1	102	-0.2
CSc1ncc(Cl)c(C(=O)N(Cc2ccc(C(C)C)cc2)C2CCS(=O)(=O)C2)n1 (stereo not given)	118	0.2
COc1ccc(/C=C2N=C(/C=C/c3ccc(C)cc3)OC\2=O)cc1OC(C)=O	104	0.6
O=C(CC(NS(=O)(=O)c1ccc(Br)cc1)c1ccco1)NC1CC1 (stereo not given)	101	-0.1
CCc1cccc(C)c1NC(=O)CCCN1C(=O)C(c2ccccc2)Oc2cccnc21 (stereo not given)	111	0.6
CCn1cc(S(=O)(=O)Nc2cc(C)on2)cn1	99	-1.3
CC(C)c1cnc2c(c1SCC(=O)Nc1cccc(F)c1)c(=O)n(C)c(=O)n2C	110	0.3
COc1ccc(-n2nc(C#N)c(N)c(C#N)c2=N)cc1	102	0.1
CCC1(C)OC(=O)N2CCc3ccccc3C21C (stereo not given)	106	0.3
SMILES	Polio RdRp inh	Polio RdRp inh FP z-score
COc1ccc(-c2nnn(CN3CCCC3c3cccs3)n2)cc1OC (stereo not given)	104	0.2
O=C(c1ccc(CN2CCOCC2)o1)C(F)(F)F	99	-0.2
CN(C)c1ccc(NC(=O)C2(c3cccs3)CCOCC2)cc1	104	-0.7
CCn1cnc2c(=O)oc3ccccc3c21	104	0.5
Cc1noc(C(=O)N(C)c2ccccc2)c1Cl	100	-0.2
CCOC(=O)CNC(=O)N1CCN(c2nnc(C)c3c(C)n(-c4ccc(Cl)cc4)nc23)CC1	107	0.1
CC(=O)NCc1cn2ccsc2n1	101	-0.3
O=C(CSc1nnc2n1CCCCC2)N(c1ccccc1)C1CCCCC1	102	-0.2
CCOC(=O)C(C)n1nc(C)c2c(C)n(-c3ccccc3)nc2c1=O (stereo not given)	102	0
Cc1ccc2nc(-c3ccc(Cl)c(NC(=O)c4cccc([N+](=O)[O-])c4C)c3)oc2c1	107	0.7
Cc1cc(C)c(NC(=O)CSc2nncn3c2cc2oc(C)cc23)c(C)c1	108	0.2
O=C(Nc1cccnc1)c1cccc(C(F)(F)F)c1	102	0.3
CSc1cccc(NC(=O)Cn2nc(C)c3sc4ccccc4c3c2=O)c1	104	-0.7
CC1CN(S(=O)(=O)c2cccc(C(=O)NCCO)c2)CC(C)O1 (stereo not given)	108	0.7
CCC(C)n1c(SCC(=O)NC2CCS(=O)(=O)C2)nc2ccccc2c1=O (stereo not given)	106	0.5
N#CC(c1ccc2c(c1)OCO2)N(Cc1ccccc1)C(=O)c1sc2ccccc2c1Cl (stereo not given)	108	0.5
CCOC(=O)Cn1c(=O)n(CC2CCCO2)c2nc(-c3ccc(OC)cc3OC)nc(C(N)=O)c21 (stereo not given)	107	0.2
O=C(Nc1nc2c(s1)COc1ccccc1-2)c1ccc2ncsc2c1	102	0.3
CCN1C(=O)C(C)S/C1=N\S(=O)(=O)c1ccc(F)cc1 (stereo not given)	108	0.7
COc1cc2c(cc1OC)C1(NCC2)C(=O)Nc2ccccc21 (stereo not given)	100	-0.6
CCOC(=O)/C(C#N)=C\c1ccc2c(c1)OCO2	105	0.7
CCOC(=O)Nc1ccc2c(c1)N(C(=O)CCN1CCOCC1)c1ccccc1CC2	101	-0.2
Cc1ccccc1CN1C(=O)C(O)(c2c[nH]c3ccccc23)c2cc(Cl)ccc21 (stereo not given)	109	1.2
COc1ccc(CNC(=O)CCNS(=O)(=O)c2cccc3nsnc23)cc1	105	0.2
CN(C)S(=O)(=O)c1ccc(C(=O)Nc2ccc(-n3nncc3-c3ccccc3)cc2)cc1	106	-0.4
SMILES	Polio RdRp inh	Polio RdRp inh FP z-score
CCOc1ccc(-n2ccnc2SCC(=O)Nc2nc3ccc(C)cc3s2)cc1	108	0.3
Fc1ccccc1Cn1cnc2ccccc21	100	-0.6
O=C(Cc1ccccc1)Nc1nnc(-c2ccco2)o1	100	-0.7
CCCNC(=O)c1cc(S(=O)(=O)N2CCc3ccccc32)cn1C	100	-0.4
Brc1ccc(OCCn2cnc3ccccc32)cc1	98	-0.9
Cc1csc(NC(=O)CSc2nnc(CCNC(=O)c3ccc(Cl)c(Cl)c3)n2C)n1	104	1.7
O=C(OCC1CCCO1)c1ccc2c(c1)N(Cc1ccccc1Cl)C(=O)c1ccccc1S2(=O)=O (stereo not given)	101	-1.2
O=C(Nc1sc2c(c1C(=O)Nc1cccc(Cl)c1)CCCC2)c1cccs1	77*	-3.5*
CCN1CSC(=S)N(CC)C1	101	-0.1
CC(C)c1cccc(C(C)C)c1NC(=O)COC(=O)/C=C/c1ccco1	98	-1.5
COC(=O)c1cn(C)c2ccc(S(=O)(=O)N(C)C3CCCCC3)cc2c1=O	103	0.4
COc1ccc(Nc2[nH]nc(NC(=O)CC3CC4CCC3C4)c2C#N)cc1 (stereo not given)	97	-0.9
CCOC(=O)c1ccc2c(c1)c(C)c(C)n2C	104	0.6
Cc1cc(C)n2c(Nc3ccc(Cl)cc3)c(-c3ccsc3)nc2n1	102	-0.6
Cc1ccccc1NC(=O)Nc1c(C)n(-c2ccccc2)c(=O)n1C	99	-0.9
O=C(N1CCN2CCCC2C1)C(F)(F)C(F)(F)C(F)(F)C(F)(F)F (stereo not given)	99	-0.2
Cc1ccc(CSc2nc3ccc(NC(=O)COc4ccccc4F)cc3s2)cc1	108	0.3
Cc1cc(C)c(Cn2c3ccccc3c3cnn(CC(=O)NCc4cccs4)c(=O)c32)c(C)c1	106	-0.3
O=C(CCCN1C(=O)/C(=C\c2cccs2)SC1=S)Nc1ccc(O)cc1	102	0
Clc1ccc(CSCc2ccc(-c3csnn3)cc2)cc1	102	-0.1
CCCCn1c(COC)nc2ccccc21	103	0.3
Cc1cccc(NC(=O)Nc2ccc(Br)cc2)n1	102	-1.9
COC(=O)Cc1cc(=O)n2[nH]cnc2n1	100	-0.4
O=C(NC1CCCCC1)N(Cc1ccccc1)Cc1ccco1	103	0.7
COc1ccc(NC(=O)c2ccc(-c3nc(COc4ccccc4)c(C)o3)cc2)cc1	105	-0.3

The closing 2 compounds of the section above come first, to join the parts.
SMILES	Polio RdRp inh	Polio RdRp inh FP z-score
O=C(NC1CCCCC1)N(Cc1ccccc1)Cc1ccco1	103	0.7
COc1ccc(NC(=O)c2ccc(-c3nc(COc4ccccc4)c(C)o3)cc2)cc1	105	-0.3
O=C1CSC(=O)N1Cc1ccc(CN2C(=O)CSC2=O)cc1	104	0.7
CCCCCCCCCCCCCCC[C@@H](O)[C@H](CO)NC(C)=O	102&101	0.5&0.3
CCc1nc(SC)ncc1C(=O)N1CCN(c2cc(Cl)ccc2C)CC1	105	-0.3
N#C/C(=C/c1ccc(O)c(O)c1)C(=O)OC/C=C/c1ccccc1	106&107	1&0.6
Cc1ccc(S(=O)(=O)NC(CC(=O)O)c2ccccc2)cc1 (stereo not given)	102	0.4
O=C1c2ccccc2C(=O)N1c1nc(-c2cccs2)cs1	101	0.6
CCCCn1c(=S)[nH]c2ccccc21	102	0
CN1CC(=O)N(CCCC(=O)O)C1=O	96	-0.6
CCOC(=O)C1CCC(CN(Cc2c(Cl)cccc2Cl)S(=O)(=O)c2ccc(F)cc2)CC1 (stereo not given)	107	-0.2
CCN(CC)S(=O)(=O)c1ccc2oc(C(=O)NC3CCCC(C)C3C)c(C)c2c1 (stereo not given)	101	0.1
CC(N)C12CC3CC(CC(O)(C3)C1)C2 (stereo not given)	102	0
O=C(CSc1nnc(CNC(=O)c2ccco2)o1)c1ccccc1	98	-1.7
Cn1c(=O)c2cc(S(=O)(=O)NC(Cc3ccccc3)C(=O)NCc3ccco3)ccc2n(C)c1=O (stereo not given)	102	0.4
CC(=O)N1CCN(S(=O)(=O)c2ccc(C)cc2)C1C(C)C (stereo not given)	101	0
OC(CNCCNc1ncccc1C(F)(F)F)Cn1ccc2ccccc21 (stereo not given)	103	0.4
CCOc1ccccc1C1CC(=O)NC(C)=C1C(=O)OCC1CCCCC1 (stereo not given)	102	0.2
COc1ccc(N2CCN(c3nc4ccc(C(=O)c5ccccc5)cc4n4cnnc34)CC2)cc1	98	-1.3
CC(C)NC(=O)C(Cc1ccccc1)N1C(=O)c2ccccc2C1=O (stereo not given)	101	0
Cc1ccnc2nc(C(=O)OCC(=O)Nc3ccccc3)nn12	99	0.2
CCCNC(=O)Cn1nc(C(F)(F)F)c2c1CCC2	105	0.8
CC(Sc1nnc(COc2ccccc2)n1-c1ccccc1)C(=O)O (stereo not given)	100	-0.4
NS(=O)(=O)c1ccc(NC(=O)/C=C/c2ccc3c(c2)OCCO3)cc1	101	-0.3

In the list so far, 13 have a thiophene ring, fused or not.
SMILES	Polio RdRp inh	Polio RdRp inh FP z-score
O=C(NCc1sccc1COc1ccc(Cl)cc1)Nc1ccccc1F	105	0.4
CC(C)c1ccc(N=Cc2cccs2)cc1	101	-0.3
Cc1cccc(N2CCN(Cc3csc(C)c3C)CC2C)c1 (stereo not given)	100	-1
COc1ccc2nc(NC(=O)CNS(=O)(=O)c3cccs3)sc2c1	97	-0.4
COc1ccc(-c2nnn(CN3CCCC3c3cccs3)n2)cc1OC (stereo not given)	104	0.2
CN(C)c1ccc(NC(=O)C2(c3cccs3)CCOCC2)cc1	104	-0.7
CSc1cccc(NC(=O)Cn2nc(C)c3sc4ccccc4c3c2=O)c1	104	-0.7
N#CC(c1ccc2c(c1)OCO2)N(Cc1ccccc1)C(=O)c1sc2ccccc2c1Cl (stereo not given)	108	0.5
O=C(Nc1sc2c(c1C(=O)Nc1cccc(Cl)c1)CCCC2)c1cccs1	77*	-3.5*
Cc1cc(C)n2c(Nc3ccc(Cl)cc3)c(-c3ccsc3)nc2n1	102	-0.6
Cc1cc(C)c(Cn2c3ccccc3c3cnn(CC(=O)NCc4cccs4)c(=O)c32)c(C)c1	106	-0.3
O=C(CCCN1C(=O)/C(=C\c2cccs2)SC1=S)Nc1ccc(O)cc1	102	0
O=C1c2ccccc2C(=O)N1c1nc(-c2cccs2)cs1	101	0.6

Screens as filed in PubChem.
